PAFAH1B2 inh = blocks human PAF acetylhydrolase 1b catalytic subunit 2 | recombinant PAFAH1B2, FP-rhodamine activity probe, fluorescence polarization | inhibition, % at 3.39 µM | 340,000 compounds, 1.2% hits;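 active means inhibition above the mean of all tested compounds plus 3 SD, cut at about 24% in these data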;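 further: 0% = enzyme with DMSO and 100% = wells lacking PAFAH1B2; many of its hits are not listed in these tables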
Target sequence (P68402 whole entry, looked up): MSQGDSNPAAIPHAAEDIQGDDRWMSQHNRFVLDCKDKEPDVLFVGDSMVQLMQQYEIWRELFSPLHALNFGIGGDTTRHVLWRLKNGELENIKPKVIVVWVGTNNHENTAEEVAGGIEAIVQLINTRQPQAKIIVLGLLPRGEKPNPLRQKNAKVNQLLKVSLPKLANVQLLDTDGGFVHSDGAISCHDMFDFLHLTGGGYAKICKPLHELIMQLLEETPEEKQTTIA
PAFAH2 FP inh = inhibitors of human PAFAH2. recombinant PAFAH2, FP-rhodamine activity probe, fluorescence polarization. inhibition, % at 3.39 µM. 340,000 compounds, 0.99% hits;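 active means inhibition above the mean over all tested compounds plus 3 SD, cut at about 30% in these data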;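 further: inhibitors block probe labeling of enzyme so polarization drops; 0% = enzyme with DMSO and 100% = wells lacking PAFAH2 protein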
GSTO1 inh = counter-screen for RBBP9 inhibitors: inhibitors of human GSTO1 | P78417 | recombinant GSTO1, activity-based probe fluorescence polarization | inhibition, % at 5.96 µM | 300,000 compounds, 1.1% hits;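 active means inhibition above the campaign mean inhibition plus 3 SD, cut at about 35% in these data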;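 further: 0% = GSTO1-1 with DMSO and 100% = wells lacking GSTO1-1 enzyme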
Target sequence (P78417 whole entry, looked up): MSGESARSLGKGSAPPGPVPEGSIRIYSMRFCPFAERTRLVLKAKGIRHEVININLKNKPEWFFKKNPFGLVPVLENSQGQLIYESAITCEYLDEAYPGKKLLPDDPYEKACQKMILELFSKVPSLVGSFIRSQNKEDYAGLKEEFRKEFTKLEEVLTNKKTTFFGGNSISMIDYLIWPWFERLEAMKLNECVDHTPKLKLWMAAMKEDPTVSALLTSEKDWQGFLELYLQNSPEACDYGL
PME-1 primary = blocks human protein phosphatase methylesterase 1. Q9Y570. recombinant PME-1, FP-Rh probe fluorescence polarization. inhibition, % at 5.9 µM. 320,000 compounds, 0.53% hits. AID 2130;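 active means inhibition above the campaign mean of all compounds plus 3 SD, cut at about 26% in these data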;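 further: competitive labeling of PME-1 active site by serine hydrolase directed probe; 0% = PME-1 with DMSO and 100% = wells lacking PME-1 enzyme; inhibitors block probe labeling so polarization falls and inhibition rises; many of its hits are not listed in these tables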
LYPLA1 inh = LYPLA1 (human) inhibition in PME1 counter-screen | 320,000 compounds, 0.16% hits | AID 2174 | inhibition, % at 5.9 µM | recombinant LYPLA1, FP-Rh probe fluorescence polarization;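 active means inhibition above the mean of all tested compounds plus 3 SD, set per campaign, cut at about 14% in these data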;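 further: inhibitors block serine hydrolase probe labeling of LYPLA1 so polarization falls; 0% = enzyme with DMSO and 100% = wells lacking LYPLA1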
PAD4 inh = blocks human protein arginine deiminase 4; Q9UM07; 330,000 compounds, 0.41% hits; inhibition, % at 6.36 µM; recombinant PAD4, RCA probe fluorescence polarization;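 active means percent inhibition above a cutoff equal to the mean of all tested compounds plus 3 SD, cut at about 15% in these data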;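 further: 0% = PAD4 with RCA probe and DMSO and 100% = probe without PAD4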
Fam108B counter = counter-screen for RBBP9 inhibitors: inhibitors of mouse Fam108B; recombinant Fam108B, FP-Rh probe fluorescence polarization; inhibition, % at 9.51 µM; 300,000 compounds, 0.33% hits; AID 1947;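 active means inhibition above the screen mean inhibition plus 3 SD, computed separately per campaign, cut at about 18% in these data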;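 further: inhibitors lower polarization as less probe binds the enzyme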
PAFAH1B3 FP inh = blocks human PAF acetylhydrolase 1B catalytic subunit 3; AID 492972; Q15102; inhibition, % at 3.39 µM; 340,000 compounds, 0.28% hits; recombinant PAFAH1B3, FP-rhodamine probe, fluorescence polarization;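 active means inhibition above the screen-wide average of all tested compounds plus 3 SD, cut at about 25% in these data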;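 further: 0% = enzyme with DMSO only and 100% = wells lacking PAFAH1B3 protein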
pPAFAH FP inh = inhibitors of human plasma PAF acetylhydrolase (pPAFAH); Q13093; recombinant pPAFAH, FP-rhodamine probe fluorescence polarization; inhibition, % at 3.39 µM; 330,000 compounds, 1.5% hits; AID 463082;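 active means inhibition above the mean inhibition across the screen plus 3 SD, cut at about 25% in these data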;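 further: inhibitors block binding of the rhodamine activity-based probe so polarization drops; 0% = enzyme with DMSO and 100% = wells lacking pPAFAH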
Target sequence (Q13093 whole entry, looked up): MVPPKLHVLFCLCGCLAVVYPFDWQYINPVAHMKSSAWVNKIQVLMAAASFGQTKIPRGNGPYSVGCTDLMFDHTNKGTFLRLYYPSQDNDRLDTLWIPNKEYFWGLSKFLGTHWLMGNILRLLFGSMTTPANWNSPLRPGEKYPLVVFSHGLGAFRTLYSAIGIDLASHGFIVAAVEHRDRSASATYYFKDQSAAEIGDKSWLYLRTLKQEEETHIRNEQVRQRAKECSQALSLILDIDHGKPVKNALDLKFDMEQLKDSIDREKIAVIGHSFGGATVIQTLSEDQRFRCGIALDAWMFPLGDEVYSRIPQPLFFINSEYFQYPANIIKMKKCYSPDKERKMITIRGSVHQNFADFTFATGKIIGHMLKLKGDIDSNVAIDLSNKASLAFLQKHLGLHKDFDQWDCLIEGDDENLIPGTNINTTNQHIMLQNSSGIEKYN
* marks the source's active call; other numbers are inactive results; · = no result given. An excerpt; the hit share may differ from the screen's.

SMILES	PAFAH1B2 inh	PAFAH2 FP inh	GSTO1 inh	PME-1 primary	LYPLA1 inh	PAD4 inh	Fam108B counter	PAFAH1B3 FP inh	pPAFAH FP inh
CC(=O)c1cccc(NC(=O)NC2CC(=O)N(c3ccc4c(c3)OCCO4)C2)c1 (centres undefined)	1	-1	5	-3	-2	0	-3	4	4
O=C(NC(=S)Nc1cccc(NC(=O)c2ccccc2Cl)c1)c1cccs1	1	-7	-3	-9	-5	4	-1	0	-3
O=C(/C=C/c1ccnc2ccccc12)c1cccs1	-1	-2	-10	1	2	0	-6	0	-1
C=CCn1nc(-c2ccccc2)c(N2CCCCC2)cc1=O	18	1	-4	10	-1	4	0	-8	10
Cn1c2c(c(=O)n(C)c1=O)C(C(F)(F)F)(C(F)(F)F)N=C(c1ccc(Cl)cc1)N2	2	2	-12	9	-1	-1	1	-8	11
O=C(O)CCOc1ccc2c(c1)OCCO2	2	0	3	1	-3	-4	-2	0	2
O=C(CCNC(=O)c1ccccc1Cl)NCCC1=CCCCC1	-2	2	3	-2	0	1	-3	2	5
COc1ccc2c(c1)OC13CCN(C)CC1C2C(C(=O)c1ccc(F)cc1)C(=O)N3 (centres undefined)	1	1	10	-2	0	5	3	7	0
CCc1nnc(NC(=O)C(NS(=O)(=O)c2ccc3c(c2)OCCO3)C(C)C)s1 (centres undefined)	5	-2	5	1	0	4	2	10	2
COc1ccc(CC(=O)OC2CCCN(C)C2)cc1 (centres undefined)	3	-5	1	-2	2	-6	0	-4	-1
O=C(Nc1ccc(CSc2ccccc2)cc1)c1ccccc1	6	3	4	-3	-1	5	-5	6	2
COc1ccc(NC2CCCN(C(=O)CN3CCOC3=O)C2)cc1 (centres undefined)	-2	4	5	3	1	2	-2	3	9
COc1ccc(NC(=O)NNC(=O)c2ccccc2-n2cccc2)cc1OC	9	3	-7	-1	1	-1	-1	13	0
O=S(=O)(c1ccc2c(c1)C(=NO)c1cc(S(=O)(=O)N3CCCCC3)ccc1-2)N1CCCCC1	-18	-67	-6	-77	-26	-1	-54	-54	-36
CNc1oc(-c2ccc(Cl)cc2)nc1P(=O)(c1ccccc1)c1ccccc1	4	27	11	3	2	1	0	2	7
CCOc1ccccc1/C=C(/NC(=O)c1ccccc1)C(=O)NC(C)c1ccccc1 (centres undefined)	1	8	-1	0	2	-6	4	1	-5
CN(c1ccccc1C(=O)Nc1ccc2ccccc2c1)S(C)(=O)=O	·	·	6	1	3	-1	3	·	3
CC(=O)N(C)c1ccc(NC(=S)Nc2ccc(C(C)C)cc2)cc1	-1	2	1	2	5	4	-1	10	-3
Cc1ccc(C(=O)O/N=C(\N)Cc2cccs2)cc1[N+](=O)[O-]	3	36*	5	6	-2	3	-2	5	13
Cc1ccc(S(=O)(=O)N/N=C/c2ccccc2O)cc1[N+](=O)[O-]	0	-1	-5	4	1	-2	0	11	1
Cc1cccc(NC(=O)c2ccc(N3CCOCC3)c([N+](=O)[O-])c2)n1	0	-5	-1	-2	2	1	3	10	5
CCCc1nc2nc(C)c(NS(=O)(=O)c3ccc(C(C)(C)C)cc3)c(=O)n2[nH]1	9	9	-21	2	2	4	-2	9	4
Cc1ccc2cccc(OCC(=O)NCc3ccco3)c2n1	5	2	6	2	3	4	-1	-3	0
O=C(NNc1nc2c(F)cccc2s1)C1COc2ccccc2O1 (centres undefined)	6	-2	7	9	1	-5	-1	1	2
Cn1c(C(=O)O)cnc1Sc1ncc(C(F)(F)F)cc1Cl	1	-2	0	3	2	-1	-3	7	-1
CCN(Cc1ccccc1)Cc1c(F)cccc1F	0	-2	8	-9	-1	-5	1	7	-8
CC(C)c1ccccc1NC(=O)C1CC(=O)N(C2CCCC2)C1 (centres undefined)	3	5	7	1	0	-5	-2	-2	6
Oc1oc(-c2ccc(Br)cc2)nc1C=Nc1ccc(Br)cn1	-5	-10	8	-3	-3	3	-1	7	1
O=C1C(=O)N(CCN2CCOCC2)C(c2ccccn2)/C1=C(/O)c1ccc(Cl)cc1 (centres undefined)	8	7	2	-4	-13	-5	-2	0	5
CCCCNC(=O)/C(=C/c1ccco1)NC(=O)c1ccco1	4	3	3	7	1	-1	1	9	5

Given bar-delimited: part of the list above.
molecule | PAFAH1B2 inh | PAFAH2 FP inh | GSTO1 inh | PME-1 primary | LYPLA1 inh | PAD4 inh | Fam108B counter | PAFAH1B3 FP inh | pPAFAH FP inh
O=C(Nc1ccc(CSc2ccccc2)cc1)c1ccccc1 | 6 | 3 | 4 | -3 | -1 | 5 | -5 | 6 | 2
COc1ccc(NC2CCCN(C(=O)CN3CCOC3=O)C2)cc1 (centres undefined) | -2 | 4 | 5 | 3 | 1 | 2 | -2 | 3 | 9
COc1ccc(NC(=O)NNC(=O)c2ccccc2-n2cccc2)cc1OC | 9 | 3 | -7 | -1 | 1 | -1 | -1 | 13 | 0
O=S(=O)(c1ccc2c(c1)C(=NO)c1cc(S(=O)(=O)N3CCCCC3)ccc1-2)N1CCCCC1 | -18 | -67 | -6 | -77 | -26 | -1 | -54 | -54 | -36
CNc1oc(-c2ccc(Cl)cc2)nc1P(=O)(c1ccccc1)c1ccccc1 | 4 | 27 | 11 | 3 | 2 | 1 | 0 | 2 | 7
CCOc1ccccc1/C=C(/NC(=O)c1ccccc1)C(=O)NC(C)c1ccccc1 (centres undefined) | 1 | 8 | -1 | 0 | 2 | -6 | 4 | 1 | -5
CN(c1ccccc1C(=O)Nc1ccc2ccccc2c1)S(C)(=O)=O | · | · | 6 | 1 | 3 | -1 | 3 | · | 3
CC(=O)N(C)c1ccc(NC(=S)Nc2ccc(C(C)C)cc2)cc1 | -1 | 2 | 1 | 2 | 5 | 4 | -1 | 10 | -3
Cc1ccc(C(=O)O/N=C(\N)Cc2cccs2)cc1[N+](=O)[O-] | 3 | 36* | 5 | 6 | -2 | 3 | -2 | 5 | 13
Cc1ccc(S(=O)(=O)N/N=C/c2ccccc2O)cc1[N+](=O)[O-] | 0 | -1 | -5 | 4 | 1 | -2 | 0 | 11 | 1
Cc1cccc(NC(=O)c2ccc(N3CCOCC3)c([N+](=O)[O-])c2)n1 | 0 | -5 | -1 | -2 | 2 | 1 | 3 | 10 | 5
CCCc1nc2nc(C)c(NS(=O)(=O)c3ccc(C(C)(C)C)cc3)c(=O)n2[nH]1 | 9 | 9 | -21 | 2 | 2 | 4 | -2 | 9 | 4
Cc1ccc2cccc(OCC(=O)NCc3ccco3)c2n1 | 5 | 2 | 6 | 2 | 3 | 4 | -1 | -3 | 0
O=C(NNc1nc2c(F)cccc2s1)C1COc2ccccc2O1 (centres undefined) | 6 | -2 | 7 | 9 | 1 | -5 | -1 | 1 | 2
Cn1c(C(=O)O)cnc1Sc1ncc(C(F)(F)F)cc1Cl | 1 | -2 | 0 | 3 | 2 | -1 | -3 | 7 | -1
CCN(Cc1ccccc1)Cc1c(F)cccc1F | 0 | -2 | 8 | -9 | -1 | -5 | 1 | 7 | -8
CC(C)c1ccccc1NC(=O)C1CC(=O)N(C2CCCC2)C1 (centres undefined) | 3 | 5 | 7 | 1 | 0 | -5 | -2 | -2 | 6

The listing continues:
SMILES	PAFAH1B2 inh	PAFAH2 FP inh	GSTO1 inh	PME-1 primary	LYPLA1 inh	PAD4 inh	Fam108B counter	PAFAH1B3 FP inh	pPAFAH FP inh
CCC(=NCCc1c(C)[nH]c2ccc(OC(F)(F)F)cc12)C1=C(O)CC(c2ccccc2)CC1=O (centres undefined)	2	-2	5	-6	3	-1	-4	2	2
COc1ccc(NC(=O)c2ccco2)c(NC(=O)Cc2cccs2)c1	2	0	4	2	1	-4	-1	-2	1
O=C1NC(Cc2c[nH]c3ccccc23)C(=O)N1Cc1ccccc1 (centres undefined)	8	4	2	2	0	2	2	4	4
CC(C)=CCCC(C)CN1CCC(n2nccc2NC(=O)c2ccc3c(c2)OCO3)CC1 (centres undefined)	5	-2	-7	-6	-2	-3	-2	-2	5
COCCSc1ccccc1C(=O)Nc1cc(C)on1	1	-2	3	-5	0	3	4	-3	-2
CCCCc1ccc(NC(=O)N2CCNC(=O)C2CC(=O)Nc2ccsc2C(=O)OC)cc1 (centres undefined)	9	5	0	2	1	3	0	5	2
COc1ccc(CCNC(=O)C2CCN(C(=O)c3ccc(C(C)(C)C)cc3)CC2)cc1	-1	-7	5	6	3	0	4	8	0
Cc1ccccc1Sc1ncccc1[N+](=O)[O-]	4	3	-1	2	-1	0	2	10	5
CCOC(=O)c1c(NC(=O)/C=C/C(=O)O)sc(C)c1-c1ccc(F)cc1	9	6	-39	-3	2	-5	3	0	26*
O=C(Nc1nccs1)Oc1ccccc1	3	-8	3	-4	0	-6	1	0	5
COc1ccc(CNC(=O)c2ccc(N3CCC4(CC3)CC(c3ccc(Cl)cc3)=NO4)c(N)c2)cc1	·	·	-3	2	1	1	-2	·	1
CN1CCN(c2cc(C(F)(F)F)nc3ccc(F)cc23)CC1	3	-6	15	3	1	-1	3	0	4
O=C(Nc1cccc(S(=O)(=O)N2CCCC2)c1)c1ccncc1	1	-8	1	2	0	-4	-5	1	4
c1ccc(CCN2CN(CCCN3CCOCC3)c3nc4ccccc4n3C2)cc1	3	8	1	1	-1	3	2	9	-1
CCCn1c(=S)[nH]c2ccc(C(F)(F)F)cc21	0	3	-1	4	-2	0	4	-3	10
CCCn1c(=O)[nH]c(=O)c2c1nc(-c1ccc(C(F)(F)F)cc1)n2CCOC	2	12	4	0	-3	1	5	2	-1
O=C(NCCN1CCOCC1)C1CCN(S(=O)(=O)N2CCCCC2)CC1	3	1	-3	-1	1	-2	2	-3	-6
CCN1C(=O)/C(=C2\SC(N3CCCCC3)=NC2=O)c2ccccc21	1	3	8	-4	1	5	1	-5	2
Cc1nc2sc3c(c2c(=O)[nH]1)CCCC3	-3	2	8	2	0	-4	-2	1	5
CC(C(=O)NCCN1CCOCC1)c1ccc([N+](=O)[O-])cc1 (centres undefined)	8	2	1	-2	2	-5	-1	3	-1
CCc1ccc(OCC(=O)Nc2ccc(N3CCN(C(=O)c4ccccc4)CC3)cc2)cc1	3	1	-1	-21	-1	-2	-3	10	11
O=C(CSc1ncn(-c2ccccc2)n1)N1CCN(c2ccccc2)CC1	-3	9	-8	-1	1	1	-2	-6	-2
COc1ccc(/C=C/C(=O)Nc2ccccc2C(=O)O)cc1	-1	0	-9	-81	3	-8	0	4	-3
CCCNC(=O)NC(=O)COC(=O)CNS(=O)(=O)/C=C/c1ccccc1	6	1	-1	8	0	2	1	6	9
CN1C(=O)/C(=C/c2ccccc2OCc2cccc(F)c2)NC1=S	-1	4	0	0	-1	-2	0	5	4
N=c1oc2ccccc2cc1-c1nc(-c2ccccc2)cs1	-1	-6	3	-7	-9	3	1	4	-1
Cc1ncsc1CCC(=O)N1CCCC(Nc2ccc(C(C)C)cc2)C1 (centres undefined)	4	3	-1	-6	2	2	6	-7	5
CCC(c1nnc(SCC(=O)NC23CC4CC(CC(C4)C2)C3)o1)N(C)C (centres undefined)	6	-2	-5	-2	3	5	1	9	1
O=C(N/N=C/C(Br)=C/c1ccccc1)c1cccs1	5	-4	-13	-9	-9	2	-7	3	3
O=C(CSc1nnc(CNC(=O)c2cccs2)o1)c1ccccc1	-1	0	12	3	2	-3	0	3	2
Cc1cc(NC(=O)CN(C)CC(=O)Nc2ccc(Cl)c(C(F)(F)F)c2)no1	-1	2	·	2	-6	0	·	-7	0

Assay outcomes deposited in PubChem BioAssay by The Scripps Research Institute Molecular Screening Center.
